M. tuberculosis HTS: M. tuberculosis growth inhibition, HTS (AID 449762); M. tuberculosis H37Rv growth inhibition, 7H9 media; higher % means a stronger effect; inhibition, % at 25 µM; hits with a dose series show IC50 in µM; hit rate 0.59% among 330,000; in the data active = a potency from the dose series; inconclusive = inhibition above about 70% without an active follow-up result;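 note: bacterial growth assessed after seven days of incubation; strong numbers were not always called active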
Salmonella PhoP GFP: Inhibition of PhoP regulon, Salmonella typhi GFP reporter cells, confirmation, 4 h (AID 1850) | hit rate 0.33% among 310,000 | inhibition, % at 50 µM; hits with a dose series show IC50 in µM | Salmonella Typhi PhoP-promoter GFP reporter, fluorescence, 4 h; higher % means a stronger effect; in the data active = a potency from the dose series; inconclusive = inhibition mostly from about 25% at the one dose, without a potency; inactive = the rest, 99 in 100 with inhibition below about 19%;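 note: 0% = induced wells with vehicle and 100% = uninduced wells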
H1N1 NS1A inhibition: NS1A inhibition, H1N1 influenza, cell based functional assay (AID 504329) | hit rate 0.3% among 340,000 | NS1A functional cell-based assay, percent inhibition; higher % means a stronger effect | inhibition, % at 12.5 µM; hits with a dose series show IC50 in µM; in the data active = a potency from the dose series; inconclusive = inhibition above about 27% without an active follow-up result; note: strong numbers were not always called active
inhibitors of VEEV: inhibitors of VEEV TC-83 cytopathic effect, confirmation, Vero cells (AID 588727); inhibition, % at 20 µM; hits with a dose series show IC50 in µM; Vero cells, VEEV TC-83 cytopathic effect inhibition; higher % means a stronger effect; hit rate 0.13% among 350,000; in the data active = a potency from the dose series; inconclusive = inhibition mostly from about 14% at the one dose, without a potency; inactive = the rest, 99 in 100 with inhibition below about 12%; note: strong numbers were not always called active
tuberculosis growth: growth inhibition of non-replicating M. tuberculosis (AID 488890); Mycobacterium tuberculosis non-replicating, growth inhibition; higher % means a stronger effect; inhibition, % at 25 µM; hits with a dose series show IC50 in µM; hit rate 0.39% among 320,000; in the data active = a potency from the dose series; inconclusive = inhibition mostly from about 82% at the one dose, without a potency; inactive = the rest, 99 in 100 with inhibition below about 76%;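 note: plate controls were DMSO cells for no effect and high antibiotic wells for full effect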
inhibitors of VEEV 10K pilot screen: second read-out of inhibitors of VEEV, no call of its own (marks repeat the call); inhibition, %; measured here: 10K pilot screen inhibition
The depositor's hits bear a star; i = inactive; ? = inconclusive; . = no result given.

SMILES | M. tuberculosis HTS | Salmonella PhoP GFP | H1N1 NS1A inhibition | inhibitors of VEEV | tuberculosis growth | others
COCCN(C(=O)CNC(=O)c1ccco1)C(C(=O)NC1CCCC1)c1cccc(OC)c1 (stereo not drawn) | 9% | 12% | 11% | i | -6%
CC(Oc1cc2oc(=O)c3c(c2cc1Cl)CCCC3)C(=O)NCC1CCC(C(=O)O)CC1 (stereo not drawn) | 4% | 10% | 4% | 0.4% | -5%
C=CCn1c(SCC(=O)NCC2CCCO2)nc2c([nH]c3ccccc32)c1=O (stereo not drawn) | 2% | 18% | -5% | 5.7% | 7%
O=C(Cc1c(F)cccc1Cl)Nc1ccccc1N1CCCCC1 | 3% | 3% | 6% | 0.3% | 18%
O=C(CSc1nnc(NC(=O)c2ccccc2)s1)NC1CCCC1 | -3% | 1% | 2% | i | 6%
COc1ccccc1NS(=O)(=O)c1cccc(C(=O)N/N=C2\CC(=O)CC(C)(C)C2)c1 | 2% | -4% | 0% | 0.3% | 6%
COc1ccc(C(=O)NCC2CCCN2S(=O)(=O)c2cccs2)cc1 (stereo not drawn) | 6% | -1% | -8% | 3.3% | 21%
CCCCC[C@H]1CN(Cc2ccc(OC)cc2)C(=O)[C@@H]1CC(=O)NCc1ccccc1 | 63% | -4% | 14% | i | 22% | inhibitors of VEEV 10K pilot screen=0.0
CC(C)[C@@H](N)C(=O)N/N=C/c1ccc2ncccc2c1 | -3% | 6% | -2% | 2.5% | -10%
CN(C)C(CNC(=O)CSc1nc2ccccc2c(=O)n1Cc1ccco1)c1ccccc1 (stereo not drawn) | 0% | 1% | 3% | 6.8% | -1%
COc1cc(N(C(=O)Cc2cccs2)C(C(=O)NC2CCCCC2)c2ccc(C)cc2)ccc1-n1cnnn1 (stereo not drawn) | 7% | -1% | 2% | 8.6% | -15%
CCNc1ncnc2c1cnn2C | 1% | -10% | 7% | 0.6% | -14%
Cc1ccc(/C=C2/C(=O)N=C(N)N2C)s1 | -7% | -4% | -6% | 1.0% | -17%
O=C(CCCCCN1C(=O)[C@@H]2Cc3ccccc3CN2C1=O)Nc1cccc(F)c1 | -8% | -1% | 1% | 5.6% | 24%
CC(SCC(=O)O)c1nc2ccccc2[nH]1 (stereo not drawn) | -7% | -6% | -4% | i | -4%
CC(=O)O[C@H]1C[C@@H]2CC[C@@H]3[C@H](CC[C@@]4(C)[C@H]3C[C@H]([N+]3(C)CCCCC3)[C@@H]4OC(C)=O)[C@@]2(C)C[C@@H]1N1CCCCC1 | 8% | 4% | . | . | 2%
Cc1c(N(C)S(=O)(=O)c2cc(C(=O)Nc3ccccn3)ccc2Cl)c(=O)n(-c2ccccc2)n1C | -11% | 7% | -4% | 9.6% | -26%
COc1ccc(NC(=O)CCS(=O)(=O)c2ccc3nc(C)sc3c2)cc1OC | -1% | -4% | -1% | 0.6% | -10%
O=C(COc1ccccc1)Nc1cc(C(F)(F)F)ccc1N1CCCC1 | 12% | -4% | -8% | i | 7%
CCSc1nc2c(c(=O)n1-c1ccc(F)cc1)SCC2 | -2% | -5% | 6% | 1.1% | 9%
COC(C[C@H]1O[C@H]1C(=O)[C@@H](C)OCc1ccccc1)OC | -4% | 1% | 9% | i | -19%
COc1cc2c(cc1OC)C(c1ccccc1)N(C(=O)CSCC(=O)O)CC2 (stereo not drawn) | -1% | 0% | -4% | 0.5% | 9%
CCCCCC1CC(COc2ccccc2)OC1=O (stereo not drawn) | -4% | 3% | -22% | i | 68%
Cc1ccc(S(=O)(=O)Nc2nc(C)c(C(=O)Nc3ccccc3)s2)cc1 | 3% | -8% | -6% | 0.8% | 27%
COc1cc(OC)cc(-c2nc(SCC(=O)Nc3ccccc3F)n[nH]2)c1 | 1% | -11% | -5% | 5.5% | 75%
COc1ccc(CCNC(=S)Nc2cccc3ccccc23)cc1 | 3% | -6% | 5% | 9.2% | 79%
N#CC1=C(N)N(c2ccccc2)C2=C(C(=O)CCC2)C1c1ccccc1 (stereo not drawn) | 0% | -10% | 3% | 7.6% | 22%
COc1ccc(NC(=O)CSC2CC(=O)N(c3ccc4c(c3)OCCO4)C2=O)cc1 (stereo not drawn) | -9% | 1% | 5% | 1.6% | 25%
O=C(c1ccc2snnc2c1)N1CCOCC1 | 5% | 14% | -2% | 0.2% | 2%
O=C(NNC(=O)c1ccc2ncccc2c1)c1ccc(Cl)cc1 | -7% | 10% | -3% | 2.2% | -1%
O=C(Nc1cccc(Cl)c1)Nc1sccc1-c1nc2ccccc2s1 | 11% | -2% | . | 9.2% | 22%
COc1ccc(-c2cc(C(=O)Nc3cc(C)ccc3O)no2)cc1 | 14% | -3% | 8% | i | 22%
COc1cccc(-n2cnc3cccc(N)c32)c1 | 6% | -9% | -4% | 0.4% | 10%
Cc1nn(C)c(C)c1NC(=O)/C(C#N)=C\N(C)C | 4% | 0% | -2% | i | -8%
COC(=O)c1scc(C)c1NC(=O)CSc1ccc(Cl)cc1 | -6% | -4% | 8% | 0.6% | 34%
Cc1csc(SCC(=O)N(C)c2c(N)n(Cc3ccccc3)c(=O)[nH]c2=O)n1 | -11% | 4% | 5% | i | 9%
O=C(CN1CCOCC1)Nc1nc2ccc(Br)cc2s1 | 13% | 10% | -5% | 0.1% | 10%
CCc1c(C)nc2ncnn2c1N1CCC(C(=O)Nc2cccc(C(C)=O)c2)CC1 | -11% | 6% | 4% | 1.5% | 8%
Cc1cccc(C(=O)NCCC(=O)N2CCc3ccccc3C2)c1 | 4% | . | -5% | 2.2% | -17%
Cc1nnc(SC(C)C(=O)N(C)C2CCCCC2)n1N (stereo not drawn) | 2% | . | 8% | 0.8% | -11%
CN(CC(=O)Nc1ccc(Cl)c(Cl)c1)C(=O)CNC(=O)Cc1ccccc1 | -1% | . | -2% | 0.1% | 11%
CC(CCC(=O)Nc1nncs1)C(=O)O (stereo not drawn) | -4% | -6% | -5% | 1.0% | -7% | inhibitors of VEEV 10K pilot screen=0.1
CN(C)c1nc(-c2ccccc2)nnc1C(F)(F)F | 2% | -5% | -10% | 0.6% | -1%
Oc1ccc(-c2nncn2-c2ccccc2)cc1 | 0% | 5% | -8% | 0.6% | 5%
S=C(NCc1ccc(Cl)cc1)NC1CCCCC1 | 20% | 4% | -1% | i | 79%
Cn1ccsc1=NC(=O)c1ccc(OC(F)(F)F)cc1 | 15% | 3% | -26% | 1.0% | 14%
COc1ccc(C)cc1N(CC(=O)NC1CCCC1)C(=O)CCC(=O)Nc1nc(C)cs1 | 3% | 12% | -2% | 3.9% | 14%
Cc1ccc(-c2nnn(CC(=O)Nc3cccc4c3CCCC4)n2)o1 | 0% | 3% | 0% | 1.1% | -1%
Nc1ccc(C(=O)OCC(=O)N2CCN(C(=O)c3ccco3)CC2)cc1[N+](=O)[O-] | -1% | 0% | 2% | 0.7% | -26%
CCOC(=O)N1CCC(NS(=O)(=O)c2ccc(C#N)cc2)CC1 | 6% | 7% | . | 0.7% | 1%
CCOC(=O)[C@H]1[C@H]2COc3ccc(C)cc3[C@@H]2N2C(=O)[C@@H](CO)NC(=O)[C@@]12C | -16% | . | 6% | 8.7% | 1%
CCCC(=O)NCCCc1nc2ccccc2n1CC | -9% | -2% | 3% | i | -9%
Cc1nn(CC#N)c(=O)n1-c1ccc(C(C)C)cc1 | 0% | 8% | -4% | 1.5% | -14%
Cc1cccc(NC(=O)C23CCC(C)(C(=O)O2)C3(C)C)c1 (stereo not drawn) | -1% | -7% | -5% | 0.7% | 3%
COC(=O)C[C@H]1c2cc(C(F)(F)F)ccc2S(=O)(=O)N1Cc1ccccc1OC | -6% | -4% | 9% | 0.1% | -11%
CC(=O)Nc1ccc(NC(=O)COc2cc(O)c3c(c2)OC(C)(C)CC3=O)cc1 | 5% | -3% | -5% | 1.7% | -4%
O=C(CSc1nc2ccc(S(=O)(=O)N3CCOCC3)cc2[nH]1)N1CCOCC1 | -3% | -1% | -4% | 0.9% | .
CSc1ccc(/C=C/C(=O)OCC(=O)NCC2CCCO2)cc1 (stereo not drawn) | 1% | . | -15% | 2.7% | 38%
CCOC(=O)c1c(NC(=O)c2nn(CC)cc2Br)sc2c1CCCCC2 | -2% | 7% | -2% | 3.1% | 14%
COc1ccc(C(=O)NCC(=O)OCc2c(Cl)cccc2Cl)cc1OC | . | . | -2% | 3.5% | .
(cont.)
SMILES | M. tuberculosis HTS | Salmonella PhoP GFP | H1N1 NS1A inhibition | inhibitors of VEEV | tuberculosis growth | others
COCCN(CC(=O)NCc1ccc(OC)cc1)C(=O)CCC(=O)Nc1nccs1 | 2% | 0% | -5% | i | 8%
COc1ccc(NC(=O)CCS(=O)(=O)c2ccc3c(c2)CCN3C(C)=O)cc1 | 2% | 9% | -4% | 2.2% | 10%
O=C(CCc1nc2ccccc2s1)OCc1ccccc1 | ? | 4% | -14% | 1.5% | ?
COc1ccc(NC2c3ncccc3C(=O)N2Cc2cccs2)cc1 (stereo not drawn) | 2% | -6% | 2% | i | 16%
COc1ccccc1OCCC(=O)OCC(=O)c1c(N)n(C)c(=O)n(C)c1=O | -4% | 9% | -4% | 1.0% | -7%
CCN(CC(=O)Nc1ccc(N2CCOCC2)cc1)CC(=O)NC(C)(C)C | 6% | -8% | 8% | 0.8% | -2%
O=C(Cc1ccc(F)cc1)OCN1C(=O)c2ccccc2C1=O | 0% | -12% | -6% | i | 11%
C=CCOc1ccc(C2C(C(=O)c3ccco3)=C(O)C(=O)N2c2nnc(C)s2)cc1 (stereo not drawn) | -5% | 9% | -4% | 1.9% | 48%
CCN(CC)c1ccc(C(=C2C=CC(=[N+](CC)CC)C=C2)c2ccc(S(=O)(=O)O)cc2S(=O)(=O)[O-])cc1 | . | . | 18µM* | 0.3% | .
COc1ccc(N(CC(=O)Nc2ccc3c(c2)OCO3)S(=O)(=O)c2ccc(F)cc2)cc1 | 8% | -1% | 8% | 3.4% | -5%
O=C(Nc1ccc(Cl)cc1)OCc1cn(-c2ccccc2)nn1 | -3% | 1% | -4% | 5.8% | 4%
CC(=O)Nc1ccc(S(=O)(=O)NNC(=O)COc2ccc(C)cc2)cc1 | -7% | 2% | -6% | 0.3% | -11%
Cc1nn(-c2ccccc2)c(C)c1NC(=O)COC(=O)Cc1ccccc1F | -4% | 3% | -5% | 1.5% | 1%
Cc1nnc(SCCn2c(N3CCCC(C)C3)nc3c2c(=O)n(C)c(=O)n3C)s1 (stereo not drawn) | -8% | 12% | -1% | 0.3% | 7% | inhibitors of VEEV 10K pilot screen=0.2
COc1cccc(NC(=O)N2CCCC(C(=O)NCc3ccc(F)cc3)C2)c1 (stereo not drawn) | 0% | 1% | -1% | 1.6% | 4%

6 records drawn at random from the list so far, as already listed:
SMILES | M. tuberculosis HTS | Salmonella PhoP GFP | H1N1 NS1A inhibition | inhibitors of VEEV | tuberculosis growth | others
CCSc1nc2c(c(=O)n1-c1ccc(F)cc1)SCC2 | -2% | -5% | 6% | 1.1% | 9%
O=C(Nc1ccc(Cl)cc1)OCc1cn(-c2ccccc2)nn1 | -3% | 1% | -4% | 5.8% | 4%
CC(=O)Nc1ccc(NC(=O)COc2cc(O)c3c(c2)OC(C)(C)CC3=O)cc1 | 5% | -3% | -5% | 1.7% | -4%
O=C(c1ccc2snnc2c1)N1CCOCC1 | 5% | 14% | -2% | 0.2% | 2%
COc1ccc(C)cc1N(CC(=O)NC1CCCC1)C(=O)CCC(=O)Nc1nc(C)cs1 | 3% | 12% | -2% | 3.9% | 14%
COc1ccc(NC(=O)CSC2CC(=O)N(c3ccc4c(c3)OCCO4)C2=O)cc1 (stereo not drawn) | -9% | 1% | 5% | 1.6% | 25%

More entries follow:
SMILES | M. tuberculosis HTS | Salmonella PhoP GFP | H1N1 NS1A inhibition | inhibitors of VEEV | tuberculosis growth | others
O=C(COc1ncnc2scc(-c3ccc(F)cc3)c12)NCc1ccco1 | 13% | 11% | -4% | 1.5% | 31%
CC[N+](C)(CC)CCC/C(=N/O)C(O)(c1ccccc1)c1ccccc1 | 1% | -7% | . | i | 9%
COC(=O)/C(=C/Nc1ccc(O)cc1)[N+](=O)[O-] | -8% | -3% | -3% | 5.9% | 21%
COc1ccccc1CCn1cnc2c3cc(C)ccc3n(C)c2c1=O | 7% | 2% | -10% | 11% | 24%
C=CCn1c(N)c(C(=O)NCC2CCCO2)sc1=S (stereo not drawn) | 24% | 8% | 2% | 0.8% | 11%
CC(CCc1ccccc1)NC(=O)COc1cc(F)ccc1[N+](=O)[O-] (stereo not drawn) | -2% | -5% | -3% | 1.0% | 29%

Source: PubChem (Southern Research Specialized Biocontainment Screening Center)

Compounds were not picked by outcome, and some 1.5% of all compounds hit somewhere here.
